Tau fibril FP: tau fibrillization inhibition (FP). P10636. K18 P301L tau heparin fibrillization, Alexa594 FP, 6 h. Potency, µM (titrated, usually from 57.7 µM), inactives show top-dose activity, negative = inhibition, most hits filed as inhibitors. 280,000 compounds, 0.39% hits. AID 1468; note: % is set by controls: 0 for no effect and ±100 for the full control effect; nearly all actives have a fitted effect of over 55% in size
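FP of Alexa 594-tau after heparin (20 uM) induction. Substrate: human K18 P301L, 15 uM unlabeled, 0.24 uM labeled. Buffer 100 mM sodium acetate pH 7. 6 hr, 37 C.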
L3MBTL1 block: inhibitors of human L3MBTL1. Q9Y468. AlphaScreen L3MBTL1–H3K9me1 peptide binding. Potency, µM (doses to about 57.1 µM), for inactives: top-dose activity, negative = inhibition, hits mostly inhibitors. 230,000 compounds, 0.66% hits. AID 485360; note: % is set by controls: 0 for no effect and ±100 for the full control effect; nearly all actives have a fitted effect of over 60% in size
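First, the protein-peptide complex forms for 30 min at room temperature (L3MBTL1 50 nM, biotinylated H3K9me1 peptide 75 nM). Next, compounds are pin-transferred and incubated 30 min. Finally, AlphaScreen beads are added and read after 30 min.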
TRb-SRC2 inh: disrupts binding of human TR beta to SRC2; P10828; TRbeta-SRC2 peptide binding, fluorescence polarization; receptor liganded with 1 µM T3; Potency, µM (titrated, usually from 106 µM), without a hit: at the top dose activity change, negative = inhibition, usual class: inhibitors; 280,000 compounds, 0.065% hits;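 note: plate controls were bound peptide for no effect and peptide without receptor for full effect; nearly all actives have a fitted effect of over 50% in size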
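Binding of a 20-amino-acid Texas Red SRC2 peptide (20 nM) to TRb ligand-binding domain (0.6 uM) with agonist T3 at 1 uM was followed by fluorescence polarization after a 5 hr room-temperature incubation.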
TexasRed fluor: alters Texas Red total fluorescence, flagging assay interference. TRb/SRC2 Texas Red total fluorescence interference. Potency, µM (doses to about 106 µM), for the others: at the top dose fluorescence change, negative = quenching. 280,000 compounds, 0.29% hits. AID 1479; active = well fitted curve in either direction with a large enough effect; inconclusive = small, poorly fitted or top-dose-only effect; note: % is set by controls: 0 for no effect and ±100 for the full control effect
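Human TRb ligand-binding domain at 0.6 uM with 20 nM Texas Red SRC2 peptide in Tris buffer containing 1 uM T3 and 5% DMSO, incubated with compound 5 h at ambient temperature. Total fluorescence (555/632 nm) calculated as parallel + 2 × perpendicular.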
Tau ThT inhib: inhibitors of human tau fibril formation, thioflavin T binding; Potency, µM (titrated, usually from 57.4 µM), for the others: at the top dose activity, negative = inhibition, hits mostly inhibitors; 270,000 compounds, 2.1% hits; recombinant tau K18 P301L, heparin-induced fibrillization, ThT fluorescence; note: % is set by controls: 0 for no effect and ±100 for the full control effect; nearly all actives have a fitted effect of over 55% in size
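In this qHTS, human K18 P301L tau is incubated with compound and heparin for 6 hr at 37 C, and Thioflavin T fluorescence then reports fibril load.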
Tau fluor counter: counter-screen for tau fibril formation inhibitors; tau K18 P301L (four-repeat tau fragment) Alexa594 fluorescence, heparin fibrillization; Potency, µM (top dose mostly 57.7 µM), for inactives: at the highest dose activity change, negative = decrease; 280,000 compounds, 0.93% hits; AID 1463; note: % is set by controls: 0 for no effect and ±100 for the full control effect; nearly all actives have a fitted effect of over 55% in size
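Human K18 P301L tau (15 uM unlabeled plus 0.24 uM Alexa 594-labeled, final) in 100 mM sodium acetate pH 7 was mixed with compound and 20 uM heparin and incubated 6 hr at 37 C.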
RECQ1 inh: blocks DNA unwinding by human RECQ1; P46063; RECQ1 DNA unwinding, red fluorescence kinetic read; Potency, µM (titrated, usually from 57.3 µM), without a hit: at the highest dose activity, negative = inhibition, usual class: inhibitors; 240,000 compounds, 0.54% hits;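 note: plate controls were vehicle for no effect and no enzyme for full effect; nearly all actives have a fitted effect of over 30% in size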
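50 nM RECQ1T1 preincubated 15 min with compound in Tris pH 8.0 buffer with MgCl2, DTT, Tween-20 and 2.5 ug/ml poly(dI-dC); started with 200 nM TAMRA/BHQ-2 forked duplex and 2 mM ATP. Unwinding read as fluorescence (525/598 nm), two reads 2 h apart.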
HTT cytoprotect: protects HTT-Q103 PC12 cells, measured by ATP. PC12 HTT-Q103 induced, cytoprotection, ATP luminescence, 40 h. Potency, µM (top dose mostly 56.4 µM), for inactives: cytoprotection (ATP increase), most hits filed as activators. 230,000 compounds, 0.14% hits. AID 1471;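 note: % of control where 0% means no effect; nearly all actives have a fitted effect of over 45% in size; toxic huntingtin expression switched on by the ecdysone agonist tebufenozide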
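Rat PC12, Q103 Htt exon1-GFP fusion, ecdysone promoter; tebufenozide inducer 100 nM final; compound titration; qHTS, 1500 cells/well; ATPlite luminescent read.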
An asterisk follows results filed as active; i = inactive; ? = inconclusive; / = no result given; & = joins results of further samples; [ ] = dose if it differs, or a comment. Unless noted, calls come from the whole dose curve; as a rule, active = well fitted curve in the direction sought with a large enough effect; inconclusive = small, poorly fitted or top-dose-only effect, or another doubt; inactive = no such curve, though single readings can be large; an effect the other way counts as inactive or inconclusive. Potency is the fitted concentration of half-maximal effect. Only part of the results is shown; rates above refer to the full screens.

SMILES	Tau fibril FP	L3MBTL1 block	TRb-SRC2 inh	TexasRed fluor	Tau ThT inhib	Tau fluor counter	RECQ1 inh	HTT cytoprotect
Cc1ccc(NC(=O)CN2C(=O)COc3ccc(S(=O)(=O)NC4CCCC4)cc32)cc1N(C)C	10%	/	2%	0%	4%	-22%	/	/
CC(=O)CSc1ncnc2nc[nH]c12	-6%	4%	-3%	-1%	-16%	-4%	1%	-8%
CCOC(=O)Cc1cc(=O)n2[nH]c(C)c(-c3ccc(OC)cc3)c2n1	6%	-5%	29%	?	?	-5%	-25%	-5%[1.9 µM]
Cc1nn(CC(=O)NCC2CCCO2)c(=O)c2ccccc12 (configuration not stated)	-1%	-4%	-7%	1%	-2%	5%	i	-12%[0.074 µM]
O=C(CN1C(=O)CCc2cc(S(=O)(=O)N3CCOCC3)ccc21)NCc1ccc(F)cc1	-1%	/	11%	-3%	-1%	-7%	/	/
CCOC(=O)COc1ccc2c(=O)c(-c3ccccc3)coc2c1	-2%	/	2%	0%	?	-14%	-3%	9%[10 µM]
CCOC(=O)N1CCN(Cc2nc3cc(NC(=O)C(C)C)ccc3n2C(C)C)CC1	-4%	/	-6%	-41%	-4%	-7%	/	/
CCOC(=O)CC(C)(C)/C(C)=N/Nc1ccc([N+](=O)[O-])cc1[N+](=O)[O-]	7%	?	-6%	-2%	9%	6%	3%	12%[10 µM]
Cc1ccc(S(=O)(=O)N2c3ccccc3NC(=O)CC2C)cc1 (configuration not stated)	4%	3%	-10%	-2%	-11%	-8%	-9%	8%[10 µM]
COc1nonc1NC(=O)CSc1nc2ccccc2[nH]1	-12%	9%	2%	0%	-9%	-13%	i	-13%
COc1ccc(OCCSc2ncn[nH]2)cc1	-3%	3%	1%	2%	-11%	-3%	i	-62%[inhibitor]
CSc1ccccc1C(=O)Nc1nccs1	2%	/	-32%	-1%	4%	-2%	-15%	16%
O=[N+]([O-])c1ccc(S(=O)(=O)NCCc2ccncc2)cc1	11%	10%	0%	-1%	-1%	4%	-13%	-18%
CCCCC(=O)Nc1cccn2ncnc12	0%	17%	1%	-4%	9%	11%	-4%	-2%[10 µM]
O=C(c1ccc(F)cc1)N1CCN(c2ccc(N3CCOCC3)nn2)CC1	-6%	/	8%	-1%	/	-9%	-8%	13%[10 µM]
O=C(C1=C[C@@H](c2ccccc2)C[C@@H](OCc2ccc(CO)cc2)O1)N1CCOCC1	4%	7%	-2%	0%	-5%	2%	-1%	-2%[10 µM]
O=S(=O)(CCc1nc2ccccc2o1)c1ccc(Cl)c(Cl)c1	-8%	-8%	1%	-2%	-4%	-2%	-9%	-4%
CS(=O)(=O)N1CCN(c2ccccc2NC(=O)c2cc(Br)ccc2Cl)CC1	5%	-2%[11.4 µM]	2%	0%	-12%	-24%	-12%	-12%
O=C(OCCN1C(=O)c2ccccc2C1=O)C1CCN(S(=O)(=O)c2cccs2)CC1	2%	-6%	0%	-1%	-11%	-15%	-2%	-18%[10 µM]
O=C(CCCN1C(=O)c2ccccc2C1=O)Nc1ccc(S(=O)(=O)N2CCOCC2)cc1	-1%	/	4%	2%	-8%	-8%	i	8%
COc1ccc(CCNC(=O)COC(=O)CCC(=O)c2ccc(F)cc2)cc1	4%	1%	3%	2%	-2%	-2%	3%	5%
Cc1ccc(N2CC(C(=O)Nc3ccc(N(C)C)cc3)CC2=O)cc1Cl (configuration not stated)	?	/	10%	-2%	-13%	-27%	/	/
O=C(Cn1c(=O)n(CCc2ccccc2)c(=O)c2cccnc21)Nc1ccc(F)cc1	?	/	-7%	-20%	11%	-11%	/	/
Cc1cc(C(=O)CSc2nc3ccccc3[nH]2)c(C)n1CC1CCCO1 (configuration not stated)	0%	-22%	1%	1%	-22%	-12%	-5%	-76%[inhibitor]
CN(Cc1ccccc1)Cc1nc2c(c(=O)n(C)c(=O)n2C)n1CCCc1ccccc1	3%	-2%	4%	1%	1%	4%	-2%	-4%[0.074 µM]
CNC(=S)N1N=C2c3ccccc3CCC2C1c1ccccc1Cl (configuration not stated)	-5%	17%	-4%	-3%	-1%	-15%	-8%	3%[10 µM]
O=C(Nc1nc2nccc(-c3ccccc3)n2n1)c1ccccc1	-4%	9%	3%	-4%	?	-2%	-9%	1%[10 µM]
COc1ccc(Cl)cc1C(=O)N1CCN(c2ccccn2)CC1	-8%	-5%	-6%	-4%	-10%	-5%	-1%	-10%
O=C(CO/N=C/c1ccc(OC(F)F)cc1)NCc1ccc(F)cc1	6%	38%[activator]	-11%	-6%	-6%	-13%	2%	-36%[inhibitor]
O=C(CSc1n[nH]c(=O)n1Cc1ccco1)Nc1ccccc1	3%	-11%	-3%	-1%	2%	7%	-6%	-2%[10 µM]
Cn1ccnc1C(=O)c1ccc(S(=O)(=O)N2CCCC2)cc1	7%	-3%	2%	-6%	2%	5%	-5%	-3%
CN(c1ccc(C(=O)NC2CC2)cc1)S(=O)(=O)c1ccccc1	2%	/	-3%	-4%	6%	1%	-15%	-22%[0.074 µM]
Cc1ccc(CN2CCN(CC(=O)N=Nc3c(O)[nH]c4ccccc34)CC2)cc1	5%	-2%	-12%	-3%	?	-8%	-2%	6%[10 µM]
CCCCC(C)(O)C/C=C/[C@H]1[C@H](O)CC(=O)[C@@H]1CCCCCCC(=O)OC (some centres not stated)	5%&13%	?	6%&5%&-10%	1%&-3%&0%	?	-9%&-1%	-13%	-7%&13%
CCOC(=O)N1CCN(C(=O)c2ccc(Cl)c(S(=O)(=O)Nc3ccccc3)c2)CC1	7%	/	-4%	0%	1%	5%	i	-16%[0.074 µM]
COc1ccc2c(c1)Cc1sc(NC(=O)c3ccc(Cl)cc3)nc1-2	?	/	7%	4%	?	?	/	/
CCN(CC)CCOC(=O)c1ccc(NC(=O)c2cc3cccc(OC)c3oc2=O)cc1	-7%	/	-6%	-3%	-5%	-8%	/	/
COc1cc(C(=O)NC(CCSC)C(=O)OCC(=O)NC(=O)C2CCCCC2)cc(OC)c1OC (configuration not stated)	-11%	/	1%	-2%	-7%	-18%	-8%	-29%
O=C1NN=C(CSc2n[nH]c(=S)s2)CS1	-12%	10%	9%	-4%	-8%	-5%	5%	?
COc1ccc(/C=C2\CCCC3C2=NN(C(=O)CSc2n[nH]c(N)n2)C3c2ccc(OC)cc2)cc1 (configuration not stated)	-2%	-7%	5%	0%	-1%	-21%	i	-59%[inhibitor]
CCOC(=O)C1=C(Nc2ccc(Cl)cc2)OCC1=O	-10%	6%	0%	-6%	-6%	-11%	i	7%[10 µM]
Cc1cc(OCCCCN2C(=O)NC(C)(C)C2=O)ccc1[N+](=O)[O-]	-3%	-13%	1%	1%	9%	0%	i	-39%
COc1cc(/C=N/NC(=O)CCC(=O)NC2CCCCC2)ccc1C	2%	-3%	0%	0%	7%	1%	-12%	-47%[inhibitor]
COc1cc(OC)cc(C(=O)NCC(=O)OCC(=O)N2CC(C)CC(C)C2)c1 (configuration not stated)	2%	48%[activator]	-5%	-1%	0%	0%	-4%	-7%[10 µM]
COc1cc(-c2n[nH]c(=S)n2-c2cccc(C(F)(F)F)c2)cc(OC)c1OC	2%	30%	-2%	-9%	7%	3%	-4%	-19%[10 µM]
COc1cc(/C=C(\C#N)C(=O)Nc2cccc3ncccc23)cc(OC)c1OC	-2%	4%	-1%	0%	?	-11%	-3%	36%[10 µM]
COc1ccc(/C=C(/C#N)C(=O)Nc2ccc(O)cc2)cc1C(=O)O	5%	8%	2%	-6%	?	-14%	-3%	18%[10 µM]
Nc1nnc(-c2ccc(Cl)c([N+](=O)[O-])c2)s1	-2%	0%	7%	-3%	?	-14%	i	/
Cn1nnc(NC(=O)c2ccco2)n1	-1%	2%	-6%	-2%	-1%	2%	-10%	-16%
CCOC(=O)c1c(NC(=O)CC(C)C)sc(C(C)=O)c1C	3%	17%	0%	-3%	0%	-3%	-1%	15%[10 µM]
COc1ccc(NC(=O)c2cc(OC)c(OC)cc2OC)c(S(=O)(=O)N2CCOCC2)c1	6%	1%	-6%	-1%	-1%	2%	i	-18%
COc1cc(S(=O)(=O)N2CCOCC2)ccc1NC(=O)c1cc2c(s1)CCC2	-5%	-9%	4%	2%	-15%	-20%	-9%	-24%[10 µM]
COc1ccc(OC)c(NC(=O)C23CC4CC(C2)CC(n2cnc(Br)n2)(C4)C3)c1	-2%	/	-4%	-1%	-17%	-17%	i	-3%
CN1CCN(Cc2c(O)ccc3cc(-c4ccccn4)c(=O)oc23)CC1	-6%	8%	0%	-6%	?	-9%	-4%	-32%[10 µM]
CCCc1nnc(SCC(=O)N(CC)CC)n1CC1CCCO1 (configuration not stated)	6%	/	-1%	-4%	-10%	-2%	-5%	-11%
COc1cccc(C2CC(C(F)(F)F)n3ncc(C(=O)O)c3N2)c1 (configuration not stated)	-12%	6%	-6%	-2%	0%	0%	i	3%
Cn1c(-c2ccc(F)cc2)cnc1SCC(=O)N1CCCc2ccccc21	-1%	-17%	8%	-3%	-9%	0%	-15%	23%[10 µM]
Cc1ccc(-n2c(SCC(N)=O)nnc2-c2ccccn2)cc1	-4%	/	-3%	-3%	0%	1%	-5%	3%

Reformatted: 4 of the compounds above.
| structure | Tau fibril FP | L3MBTL1 block | TRb-SRC2 inh | TexasRed fluor | Tau ThT inhib | Tau fluor counter | RECQ1 inh | HTT cytoprotect |
| --- | --- | --- | --- | --- | --- | --- | --- | --- |
| COc1ccc(NC(=O)c2cc(OC)c(OC)cc2OC)c(S(=O)(=O)N2CCOCC2)c1 | 6% | 1% | -6% | -1% | -1% | 2% | i | -18% |
| Cc1cc(OCCCCN2C(=O)NC(C)(C)C2=O)ccc1[N+](=O)[O-] | -3% | -13% | 1% | 1% | 9% | 0% | i | -39% |
| Nc1nnc(-c2ccc(Cl)c([N+](=O)[O-])c2)s1 | -2% | 0% | 7% | -3% | ? | -14% | i | / |
| Cn1nnc(NC(=O)c2ccco2)n1 | -1% | 2% | -6% | -2% | -1% | 2% | -10% | -16% |
